# Assay outcomes: PubChem BioAssay, Sanford-Burnham Center for Chemical Genomics
# APJ agonist: agonists of human apelin receptor APJ, primary screen, CHO-K1 cells, PathHunter beta-arrestin, luminescence. AID 2520, 2010. activation, % at 20 µM. 0% DMSO wells, 100% apelin. P35414. hit rate 0.11% among 330,000;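 active = activation more than six SD over the plate average, tested at 20 µM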;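 note: 0% = DMSO alone and 100% = apelin-13 at 10 nM; some results filed as inactive read as strong as hits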
#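 Assay system – PathHunter CHO-K1 APJ (AGTRL-1) beta-arrestin reporter cells · Compound – one dose, 20 µM compound, 1% DMSO · Timing – compound 90 min 25 °C, reagent 1 h · Measured by – luminescence from split beta-galactosidase complementation, Galacton Star/Emerald II substrate · Measure – beta-arrestin recruitment to APJ as agonist activity, luminescent signal · Benchmarks – DMSO vs Apelin-13 10 nM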
# Gli-Sufu antag: Gli-Sufu pathway antagonists, primary screen, luciferase luminescence, Sufu-KO-LIGHT cells, uHTS | Sufu-KO-LIGHT fibroblasts, Gli luciferase reporter luminescence | AID 588413, 2011 | hit rate 0.74% among 340,000 | inhibition, % at 5 µM;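 active = inhibition above about 55%, limit read from the data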;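 note: 0% = DMSO-treated cells and 100% = wells with medium but no cells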
# UBC13 polyUb: UBC13 polyubiquitin chain formation inhibitors, primary screen, biochemical, TR-FRET, uHTS; AID 485273, 2010; inhibition, % at 20 µM; hit rate 0.47% among 330,000; in the data active = inhibition above about 45%, passing the limit was not always enough
# Target sequence (P61088 whole entry, looked up): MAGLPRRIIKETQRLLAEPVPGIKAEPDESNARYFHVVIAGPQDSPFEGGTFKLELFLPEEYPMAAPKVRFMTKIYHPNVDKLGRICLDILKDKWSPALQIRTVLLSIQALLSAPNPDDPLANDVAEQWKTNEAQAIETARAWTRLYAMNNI
# CCR6 antagonist: CCR6 receptor antagonists, primary screen, cell-based, CHO-K1, luminescence, beta-arrestin, uHTS; C-C chemokine receptor type 6 (Homo sapiens), P51684; CHO-K1 CCR6 PathHunter beta-arrestin, CCL20-stimulated; inhibition, % at 20 µM; hit rate 0.49% among 340,000;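 active = compounds whose inhibition of the agonist-driven luminescence signal at 20 µM reaches about 50%, limit read from the data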;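 note: cells stimulated with CCL20 at 14 nM final; plate controls were DMSO with CCL20 for no effect and DMSO without agonist for full effect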
# ATG4B inhibitor: ATG4B protease inhibitors, primary screen, biochemical, fluorescence, uHTS | ATG4B cleavage of LC3-PLA2, NBD-HPC fluorescence, 1 h | hit rate 0.51% among 340,000 | inhibition, % at 8.33 µM | AID 504462, 2011; in the data active = inhibition above about 40%
# Target sequence (Q9Y4P1 whole entry, looked up): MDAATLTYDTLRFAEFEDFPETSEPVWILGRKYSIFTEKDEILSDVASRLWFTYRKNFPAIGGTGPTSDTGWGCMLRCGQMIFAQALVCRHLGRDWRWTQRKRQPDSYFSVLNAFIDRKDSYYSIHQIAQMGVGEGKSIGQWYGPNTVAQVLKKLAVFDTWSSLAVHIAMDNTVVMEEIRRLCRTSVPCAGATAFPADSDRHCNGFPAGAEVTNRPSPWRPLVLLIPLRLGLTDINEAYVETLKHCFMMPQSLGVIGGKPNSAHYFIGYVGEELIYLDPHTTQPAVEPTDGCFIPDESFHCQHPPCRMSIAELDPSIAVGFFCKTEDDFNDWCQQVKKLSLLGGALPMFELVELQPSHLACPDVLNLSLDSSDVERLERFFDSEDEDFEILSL
# CXCR6 inh: CXCR6 receptor inhibitors, primary screen, cell-based, beta-arrestin, luminescence, CHO-K1 PathHunter, 1536-well; C-X-C chemokine receptor type 6 (Homo sapiens), O00574; inhibition, % at 20 µM; hit rate 0.36% among 360,000; in the data active = inhibition above about 34%, passing the limit was not always enough;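 note: antagonist mode with CXCL16 agonist at 10 nM final; 0% = 10 nM CXCL16 with DMSO and 100% = unstimulated wells without agonist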
# APJ antag: antagonists of human apelin receptor APJ, primary screen, CHO-K1 cells, beta-arrestin complementation, luminescence. inhibition, % at 20 µM. hit rate 0.32% among 330,000. AID 2521, 2010;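 active = inhibition above about 40% at 20 µM, limit read from the data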;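 note: cells challenged with 10 nM apelin-13 agonist together with compound; plate controls were apelin-13 plus DMSO wells for no effect and DMSO wells lacking apelin-13 for full effect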
# EBI2 block: EBI2 receptor antagonists, beta-arrestin recruitment, primary screen, cell-based, luminescence, 7a,25-OHC stimulation, uHTS. G-protein coupled receptor 183 (Homo sapiens), P32249. 7a,25-OHC stimulated. inhibition, % at 5 µM. hit rate 0.81% among 360,000. AID 651636, 2012; in the data active = inhibition above about 38%;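 note: enzyme fragment complementation signal reports receptor beta-arrestin coupling in cells; 0% = agonist plus DMSO wells and 100% = wells without agonist; some results beyond the cut were filed as inactive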
# Target sequence (P32249 whole entry, looked up, the tested form may be a part): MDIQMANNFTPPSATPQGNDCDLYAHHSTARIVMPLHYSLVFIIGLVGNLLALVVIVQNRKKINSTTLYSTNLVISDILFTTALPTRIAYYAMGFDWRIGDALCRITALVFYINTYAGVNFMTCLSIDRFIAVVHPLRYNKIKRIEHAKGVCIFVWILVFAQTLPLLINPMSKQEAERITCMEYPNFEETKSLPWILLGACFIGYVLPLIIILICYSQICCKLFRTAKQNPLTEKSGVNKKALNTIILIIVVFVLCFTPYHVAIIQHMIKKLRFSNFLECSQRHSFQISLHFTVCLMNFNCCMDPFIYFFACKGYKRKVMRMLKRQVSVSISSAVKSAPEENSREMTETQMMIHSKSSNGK
# * = called active by the depositor; . = not tested or not shown.
SMILES,APJ agonist,Gli-Sufu antag,UBC13 polyUb,CCR6 antagonist,ATG4B inhibitor,CXCR6 inh,APJ antag,EBI2 block
CN(C)Cc1c(O)ccc2occ(C(=O)c3ccccc3)c12,-4,7,0,1,10,3,-3,-4
CN(CC(=O)Nc1cccc(F)c1)CC(=O)Nc1cccc(S(=O)(=O)N(C)c2ccccc2)c1,.,19,.,6,-8,-16,.,10
Cc1cc(OCC(=O)OCC(=O)Nc2cc(C(F)(F)F)ccc2N2CCOCC2)ccc1Cl,-10,31,-1,9,-5,1,13,1
CN1CCSc2ccc(C(=O)NCc3ccccc3F)cc21,-3,-35,12,3,1,-11,-4,4
COc1cc2c(C(=O)N3CCN(c4cccc(Cl)c4)CC3)cn(CC(C)C)c(=O)c2cc1OC,1,23,-1,0,-18,-4,-11,9
CN(C(=O)COC(=O)CNC(=O)C1CCCCC1)c1ccccc1,-1,6,8,3,4,0,-11,-5
COCc1ccc(C(=O)OC(C)C(=O)Nc2c(C)n(C)n(-c3ccccc3)c2=O)cc1 (stereo unspecified),0,-1,-4,5,-10,-1,-3,0
CC(C)COc1ccc(C(=O)OCC(=O)NCc2cccs2)cc1,-7,8,19,2,-18,2,3,2
CCCCCCCCCCCCN1C(=O)CSC1c1cccnc1 (stereo unspecified),3,20,-1,8,2,-4,-16,9
O=C(Nc1nnc2n1CCS2)c1ccco1,0,-3,-3,8,1,4,23,-6
CCCC(c1nnnn1Cc1cccs1)N1CCN(C2CCCC2)CC1 (stereo unspecified),0,10,6,-12,-15,-1,-14,4
COc1cccc(/C=C/C(=O)c2ccc[nH]2)c1,3,-8,-4,5,10,1,6,0
O=C1CN(C(=O)COC(=O)c2cc(S(=O)(=O)N3CCOCC3)ccc2Cl)c2ccccc2N1,-2,3,5,11,3,-7,8,6
CSc1ncccc1C(=O)OCCCC(=O)c1ccc(F)cc1,-4,-1,12,7,7,3,1,6
Fc1cccc(NC(=S)NCCCN2CCOCC2)c1,2,-1,-3,0,-3,-4,6,-2
Cn1nnnc1SCC(=O)NNC(=O)c1ccc(Cl)cc1,-4,-1,5,-3,-2,-3,2,1
COc1ccc(CNC(=O)CSC(=S)N2CCCC2)cc1,0,-8,4,7,0,-2,4,0
O=C(O)CCCC(=O)Nc1cccc(C(=O)Nc2ccccc2C(=O)O)c1,-2,-2,0,-5,-4,2,-5,1
Cc1cc(C)n(-c2ccc3cccc(NS(C)(=O)=O)c3n2)n1,-2,42,-35,4,-13,-16,-29,-5
CCOC(=O)C1(Cc2cccc(OC)c2)CCN(CCO)CC1,-4,9,4,-4,-8,5,-12,-3
COc1ccc2c(c1)C(=O)N(c1ccc(C)cc1C)C(=O)C2,-1,4,-6,15,-3,2,2,-12
CCn1c(SCC(=O)N2CCN(S(=O)(=O)c3ccccc3)CC2)nnc1-c1cccs1,-2,1,-4,3,-9,10,-6,35
Cc1ccc(OCC(=O)N(C)CC(=O)Nc2cccc(F)c2)cc1,3,5,1,-11,1,-3,4,-15
O=[N+]([O-])c1ccc(C2=NCCO2)cc1,-1,5,-12,-5,-4,-6,-9,17
N#Cc1cc(-c2ccccc2)nnc1Sc1ccc(Cl)cc1,9,-11,-6,-1,-2,0,2,18
# Going on with the list.
SMILES,APJ agonist,Gli-Sufu antag,UBC13 polyUb,CCR6 antagonist,ATG4B inhibitor,CXCR6 inh,APJ antag,EBI2 block
O=[N+]([O-])c1cccc(/C=N/Nc2ncc(Br)cn2)c1,2,-66,4,0,-2,-16,-9,-3
COc1ccc(Cl)cc1N1CC(C(=O)Nc2nccs2)CC1=O (stereo unspecified),-2,3,1,14,-1,0,0,6
COc1ccc(NC(=O)NCc2ccncc2)c(OC)c1,-4,4,-18,9,-4,3,-12,-1
CC(C)(C)N(Cc1ccccc1)C(=O)CSc1nnc(CNc2ccc(F)cc2)o1,-2,1,6,-5,4,-2,-2,47*
COc1ccc(/C=C2\NC(=S)N(CC3CCCO3)C2=O)c(OC)c1 (stereo unspecified),-5,-17,-5,21,-6,5,16,7
COc1ccccc1C(=O)NCC(=O)OCC(=O)Nc1nnc(-c2ccccc2)o1,-5,-14,14,7,0,3,23,-4
CCOC(=O)CSc1ccc(-c2nc3cc(C)c(C)cc3[nH]2)cn1,13,-22,-19,-9,-3,-12,-27,27
COc1cc(C(F)(F)F)nc(-c2ccccn2)n1,-3,8,4,-11,-8,-5,5,-8
COC(=O)CN(c1cc(Cl)ccc1OC)S(=O)(=O)c1ccc(C)cc1,-4,-9,4,16,-14,2,-6,-11
COc1ccccc1-c1coc2c(CN3CCCCC3C)c(O)ccc2c1=O (stereo unspecified),0,35,9,0,-1,4,7,2
O=C(COc1ccc(Cl)cc1)NNC(=O)c1ccccn1,7,6,71*,10,-1,-10,5,-3
Cn1c(CC(=O)NNC(=O)c2ccc(F)cc2Cl)nc2ccccc21,-5,-4,0,-6,1,7,18,-7
Cc1ccc(CNC(=O)CN2C(=O)CSc3ccc(S(=O)(=O)N4CCC(C)CC4)cc32)cc1,-6,-21,2,6,-12,6,-27,15
Cc1cc(C(=O)Cn2nnc(-c3ccc(Cl)cc3)n2)c(C)n1-c1ccccc1,0,1,-3,12,8,-3,14,5
N#Cc1nc(-c2cccs2)oc1NCc1ccco1,-2,-8,9,5,-2,9,-27,5
Cc1ccc(/C([O-])=C(/C(=S)NCc2ccc3c(c2)OCO3)[n+]2ccc(N(C)C)cc2)c(C)c1,-2,12,3,14,-5,-1,3,-2
CCc1ccc(OCc2nnc(-c3ccccc3Br)o2)cc1,-1,-11,-7,5,-5,-8,-5,6
COc1cc(NC(=O)CCCOc2ccc(Cl)cc2Cl)c(C(=O)O)cc1OC,-2,2,3,1,-7,-5,-1,1
CCS(=O)(=O)N1CCN(Cc2nc3ccccc3c(=O)[nH]2)CC1,0,-2,9,6,-4,0,12,-9
COc1cc2sc3ccc(C#CC4(O)CCCCC4)cc3c(=O)c2cc1OC,8,-12,14,7,10,-3,-28,8
Cc1nn(C)c(C)c1NC(=O)COc1ccc(Cl)cc1,-2,.,3,1,8,1,-4,-10
COc1cc(/C=N/NC(=O)Nc2ccccc2)ccc1OC(C)=O,-3,-50,11,-9,-3,-4,8,0
COc1ccc(CN2CCC(Cc3ccccc3)CC2)c(C)c1C,3,35,1,12,-1,-4,-13,1
O=C(O)c1ccc2c(c1)C(=O)N(CCc1ccccc1)C2=O,-3,3,-4,12,-5,-4,-3,-8
CC(=O)c1cccc(CN(C)CC2CCCN(CCc3ccccc3C)C2)c1 (stereo unspecified),-5,23,4,18,4,7,-18,2

# Entries of single compounds as entered above:
# COc1cc(NC(=O)CCCOc2ccc(Cl)cc2Cl)c(C(=O)O)cc1OC is entered as APJ agonist = -2; Gli-Sufu antag = 2; UBC13 polyUb = 3; CCR6 antagonist = 1; ATG4B inhibitor = -7; CXCR6 inh = -5; APJ antag = -1; EBI2 block = 1
# Cc1cc(C(=O)Cn2nnc(-c3ccc(Cl)cc3)n2)c(C)n1-c1ccccc1 is entered as APJ agonist = 0; Gli-Sufu antag = 1; UBC13 polyUb = -3; CCR6 antagonist = 12; ATG4B inhibitor = 8; CXCR6 inh = -3; APJ antag = 14; EBI2 block = 5

# Records above shown as hits in EBI2 block:
SMILES,APJ agonist,UBC13 polyUb,CCR6 antagonist,ATG4B inhibitor,CXCR6 inh,APJ antag,EBI2 block
CC(C)(C)N(Cc1ccccc1)C(=O)CSc1nnc(CNc2ccc(F)cc2)o1,-2,6,-5,4,-2,-2,47*

# Returning to the listing, starting 6 compounds before the break.
SMILES,APJ agonist,Gli-Sufu antag,UBC13 polyUb,CCR6 antagonist,ATG4B inhibitor,CXCR6 inh,APJ antag,EBI2 block
COc1cc2sc3ccc(C#CC4(O)CCCCC4)cc3c(=O)c2cc1OC,8,-12,14,7,10,-3,-28,8
Cc1nn(C)c(C)c1NC(=O)COc1ccc(Cl)cc1,-2,.,3,1,8,1,-4,-10
COc1cc(/C=N/NC(=O)Nc2ccccc2)ccc1OC(C)=O,-3,-50,11,-9,-3,-4,8,0
COc1ccc(CN2CCC(Cc3ccccc3)CC2)c(C)c1C,3,35,1,12,-1,-4,-13,1
O=C(O)c1ccc2c(c1)C(=O)N(CCc1ccccc1)C2=O,-3,3,-4,12,-5,-4,-3,-8
CC(=O)c1cccc(CN(C)CC2CCCN(CCc3ccccc3C)C2)c1 (stereo unspecified),-5,23,4,18,4,7,-18,2
COc1ccc(/C=C2\SC(=N)N(c3nccs3)C2=O)cc1OC,-4,-7,-26,59*,-9,39,20,10
CCCN(C(=O)COC(=O)c1nc2nc(C)cc(C)n2n1)C1CCS(=O)(=O)C1 (stereo unspecified),-3,-3,-3,1,3,6,23,-3
Cc1c(NC(=O)C(CC(=O)O)NCc2ccco2)c(=O)n(-c2ccccc2)n1C (stereo unspecified),.,.,.,7,-5,-4,.,-1
Cc1ccc(C)c(OCCCC(=O)Nc2nccs2)c1,3,-1,4,8,-4,2,9,7
C=CCn1cnc2c(c1=O)c1nc3ccccc3nc1n2/N=C/c1cc(OC)c(OC)c(OC)c1,-3,4,20,-7,-12,-3,13,-26
CCCC(=O)Nc1ccc(C(=O)NN2C(=O)c3ccccc3C2=O)cc1,1,13,7,1,-1,-6,10,-12
Cc1cc2nc(-c3ccc[nH]c3=O)n(Cc3ccccc3F)c2cc1C,.,2,.,3,0,9,.,6
COC(=O)c1ccc(NC(=O)CSc2nc3[nH]ncc3c(=O)[nH]2)cc1,-6,-18,-4,5,5,4,16,3
COC(=O)c1cc(NC(=O)c2c(-c3ccccc3)noc2C)ccc1N1CCOCC1,-2,3,7,-7,-6,-10,2,-5
CCOC(=O)c1c(C)n(CC)c2ccc(OC(=O)c3ccc([N+](=O)[O-])cc3)cc12,7,-1,-5,-9,0,0,-52,4
CN(C)CCNc1oc(COc2ccc(Cl)cc2)nc1C#N,-4,8,8,10,-9,3,-3,-5
Cc1ccnc(NC(=O)c2ccc(S(=O)(=O)N3CCCC3)cc2)c1,8,-16,-1,1,-8,-2,-18,3
Cc1ccccc1CCNC(=O)Cn1nc(C)c2c(C)n(-c3ccccc3)nc2c1=O,0,4,-5,12,33,13,20,2
O=C1NC(=O)C(=Cc2ccc(Cl)c(Cl)c2)S1,.,-9,.,-3,16,0,.,-3
COCCn1c(SCC(=O)NC2CCCC2)nnc1-c1ccncc1,3,.,-3,7,3,5,14,-6
Cc1ccccc1CSc1nccn1-c1ccccc1,1,1,1,9,11,4,3,2
COc1ccc2c(c1OC)C(=O)N1c3ccccc3C(=O)N(c3ccc(F)cc3)C21 (stereo unspecified),4,4,-1,3,37,-7,-3,-11
